TEAD-YAP inh – TEAD-YAP interaction inhibition; HEK-TIYL cells, TEAD-Gal4/YAP UAS-luciferase luminescence; 640,000 compounds, 1.4% hits; inhibition, % at 9.12 µM; in the data active = inhibition above about 32%;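 also: 0% = median of test compound wells and 100% = reference inhibitor wells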
GPR151 ag – human GPR151 activation; PathHunter beta-arrestin GPR151 cells, luminescence; activation, % at 11.2 µM; 650,000 compounds, 1% hits; AID 1508602; in the data active = activation above about 4.9%;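 also: 0% = median of compound wells and 100% = cells with positive control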
Target sequence (Q8TDV0 whole entry, looked up): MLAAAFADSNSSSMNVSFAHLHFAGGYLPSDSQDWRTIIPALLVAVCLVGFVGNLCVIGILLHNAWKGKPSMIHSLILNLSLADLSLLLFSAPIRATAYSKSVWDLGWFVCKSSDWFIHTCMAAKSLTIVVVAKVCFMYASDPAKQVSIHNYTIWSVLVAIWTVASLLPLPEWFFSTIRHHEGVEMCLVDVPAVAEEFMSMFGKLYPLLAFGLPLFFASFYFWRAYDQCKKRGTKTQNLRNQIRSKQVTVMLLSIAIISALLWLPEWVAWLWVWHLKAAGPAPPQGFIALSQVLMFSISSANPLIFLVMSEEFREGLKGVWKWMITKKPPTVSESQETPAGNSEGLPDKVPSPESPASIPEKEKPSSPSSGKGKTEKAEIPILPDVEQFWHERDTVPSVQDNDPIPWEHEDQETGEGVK
FBW7 activator – human FBW7 E3 ligase activation, primary screen | AlphaScreen FBW7–phospho-cyclin E peptide binding, activator screen | normalized activity (activation), % at 26.1 µM | 650,000 compounds, 0.13% hits | AID 1259310; in the data active = normalized activity above about 1.9%;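 also: purified mutant Fbw7 with reduced substrate affinity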
MITF inh – inhibitors of human MITF; AID 1259374; inhibition, % at 2.6 µM; AlphaScreen MITF homodimerization, bead proximity signal; 650,000 compounds, 0.91% hits; in the data active = inhibition above about 50%;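 also: 0% = vehicle wells with protein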
Target sequence (O75030 whole entry, looked up): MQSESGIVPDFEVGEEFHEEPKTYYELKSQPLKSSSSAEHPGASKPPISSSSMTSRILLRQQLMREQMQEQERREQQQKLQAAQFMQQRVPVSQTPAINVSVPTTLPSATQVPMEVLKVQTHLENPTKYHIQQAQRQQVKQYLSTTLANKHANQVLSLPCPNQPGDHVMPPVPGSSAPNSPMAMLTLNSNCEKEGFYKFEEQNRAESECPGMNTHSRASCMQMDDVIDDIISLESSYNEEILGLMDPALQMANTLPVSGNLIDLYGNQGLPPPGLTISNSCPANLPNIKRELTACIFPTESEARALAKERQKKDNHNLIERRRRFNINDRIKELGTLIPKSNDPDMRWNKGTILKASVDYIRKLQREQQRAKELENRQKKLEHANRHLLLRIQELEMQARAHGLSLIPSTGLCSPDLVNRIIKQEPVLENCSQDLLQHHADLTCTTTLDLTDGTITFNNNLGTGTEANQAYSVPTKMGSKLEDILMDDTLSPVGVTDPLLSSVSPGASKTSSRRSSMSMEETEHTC
Numbers without * were called inactive; & = joins results of further samples.

structure,TEAD-YAP inh,GPR151 ag,FBW7 activator,MITF inh
COc1ccc(-c2noc(-c3ccccc3Cl)n2)cc1,-54,6.1*,0.2,-27
COc1ccc(C(=O)NC(=S)Nc2ccc(N3CCN(C)CC3)cc2)cc1[N+](=O)[O-],2,1.8,-0.3,-7
CC(NCc1cnc2ccc(Cl)cn12)C(=O)O (stereo unspecified),-4,-0.8,0.0,15
O=C(NCc1ccccc1)c1ccc2nc(N3CCOCC3)sc2c1,-20,1.1,0.0,6
CCOc1cc(/C=N/NC(=O)c2ccccn2)c(Br)c(Br)c1O,-68,-0.6,-0.3,7
CCCn1c2ccccc2c2nnc(SCC(=O)NC(CC(C)C)C(=O)OC)nc21 (stereo unspecified),0,-0.4,0.2,3
CCOc1ccc(-c2cc(C(=O)N/N=C/c3ccc(O)c(OCC)c3)[nH]n2)cc1,43*,4.0,-0.1,10
COc1cc(CN2CCc3c(nc(N4CC(C)OC(C)C4)[nH]c3=O)C2)cc(OC)c1 (stereo unspecified),3,-0.2,0.1,2
Cc1cc(Br)ccc1NC(=O)c1ccc([N+](=O)[O-])o1,2,0.3,0.3,10
CC1(c2ccccc2)NC(=O)N(CC(=O)Nc2ccc([N+](=O)[O-])cc2C#N)C1=O (stereo unspecified),5,-0.4,0.2,14
O=C(COc1ccc(C(=O)N2CCN(CCc3ccccc3)CC2)cc1)C1CC1,3,5.1*,0.2,15
CCCCCCOc1ccc(OC(=O)c2ccc(-c3ccc(CC)cn3)cc2)cc1,-5,-0.5,0.0,-2
O=C(/C=C/c1ccccc1)Nc1cc(C(=O)NCCC2=CCCCC2)ccc1N1CC2CC(C1)c1cccc(=O)n1C2 (stereo unspecified),-9,0.8,-0.1,-1
Cc1ccc(-c2nc3ccccc3c(=O)n2NC(=O)c2cccc([N+](=O)[O-])c2)cc1,-5,1.3,-0.1,2
O=C(CNC(=O)c1ccco1)N/N=C/c1cccc(OC(=O)c2ccc([N+](=O)[O-])cc2)c1,2,0.0,0.7,21
Cc1cc(C(=O)COc2ccc(S(=O)(=O)N3CCCC3)cc2[N+](=O)[O-])c(C)n1C1CC1,-1,1.1,0.1,17
O=C(Cn1nnc2ccccc21)N/N=C\c1ccc(Cl)c(Cl)c1,3,0.3,0.0,15
CCN1C(=O)/C(=C\c2nc3ccccc3c(=O)n2Cc2ccccc2)c2ccccc21,-1,-0.6,-0.1,7
Cc1c(C(=O)Nc2ccccc2)oc2c1C(=O)CC(C)(C)C2,-17,0.5,-0.1,18
Cc1ncc([N+](=O)[O-])n1CC(=O)NC1CCCCC1,0,0.4,0.0,0
CCCN1CCN(CC(=O)NC(C)c2cccc(Cl)c2)CC1 (stereo unspecified),-7,-1.1,0.1,92*
N#Cc1cc2c(cc1NC(=O)c1cccc(S(=O)(=O)N3CCCC3)c1)OCO2,10,0.2,0.0,-13
CCOc1cccc(C2CC(c3cccc(OC)c3)=NC(c3ccc(Cl)cc3)N2)c1O (stereo unspecified),-9,-0.7,0.0,4
CCC(C)NC(=O)c1ccc2c(c1)N(Cc1ccc(C)cc1)C(=O)CS2 (stereo unspecified),-4,0.3,0.2,-12
Cc1cc(NC(=S)N(Cc2ccccc2)Cc2cccnc2)ccc1Cl,2,1.0,0.0,-9
COc1ccc(NC(=O)Cc2c(SC)c3ccccc3n2C)cc1,1,-1.1,-0.1,8
Nn1c(COc2ccccc2)nnc1SCc1nc2ccccc2s1,-1,2.3,-0.1,-1
COC(=O)C1=CN(C)C=C(C(=O)OC)C1c1ccc(F)cc1,3,-1.2,-0.1,-6
C=C(C)COc1ccc2c(C)c(C)c(=O)oc2c1,-12,-1.5,0.1,6
CCCc1cc(=O)[nH]c2nnc(SCC(=O)N3CCOCC3)n12,10,0.7,0.1,-4
CCCc1nnc(NC(=O)c2cccs2)s1,-25,-0.7,0.1,10
Cc1cccn2c(=O)c(C#N)c(SCc3ccccc3)nc12,-3,-0.2,-0.1,5
O=C1NC(=S)NC(=O)C1=Cc1cn(CCOc2ccccc2)c2ccccc12,0,0.2,-0.1,7
CCN(C(=O)Cc1c(C(=O)O)[nH]c2ccccc12)c1cccc(C)c1,11,-0.7,-0.1,3
O=S(=O)(c1ccc(F)cc1)c1nc(-c2ccccc2)oc1N1CCOCC1,5,0.3,0.0,-11
CC(=O)NC(C(=O)OCC(=O)N(c1ccccc1)c1ccccc1)C(C)C (stereo unspecified),-7,-0.3,0.0,8
CCNC(=S)Nc1cccc(C(=O)OC)c1,1,0.0,-0.1,-5
N#Cc1ccc(NC(=O)CSc2nnc(-c3ccccc3)o2)cc1,-9,0.9,-0.1,0
CC1=C(C(=O)Nc2ccc(C)cn2)C(c2ccc(N(C)C)cc2)C2=C(CCCC2=O)N1 (stereo unspecified),-9,-1.1,0.2,1
Cc1cc(C)c2oc(-c3cccc(NC(=O)COc4ccc(Cl)cc4Cl)c3C)nc2c1,-3,-0.7,0.0,3

Brought forward from above: two compounds, then new ones.
Under each structure – TEAD-YAP inh	GPR151 ag	FBW7 activator	MITF inh
- CC1=C(C(=O)Nc2ccc(C)cn2)C(c2ccc(N(C)C)cc2)C2=C(CCCC2=O)N1 (stereo unspecified)
 : -9	-1.1	0.2	1
- Cc1cc(C)c2oc(-c3cccc(NC(=O)COc4ccc(Cl)cc4Cl)c3C)nc2c1
 : -3	-0.7	0.0	3
- CCOC(=O)c1[nH]c(C(=O)O)c(CCC(=O)OC)c1C
 : 6	-0.6	-0.2	-6
- Cc1ccc(C2CC(=O)C(C=NCCN3CCN(CC(=O)Nc4ccc(Cl)cc4C)CC3)=C(O)C2)cc1 (stereo unspecified)
 : 5	0.7	0.3	9
- CN(C)c1cccc(-c2cnc3ccc(NC4CCOCC4)nn23)c1
 : 5	2.1	0.1	3
- COc1ccc(C(=O)NCC(=O)N/N=C/c2cccc(Br)c2)cc1OC
 : 0	1.6	0.0	16
- Cc1cccc(-c2nsc(SCC(=O)N3CCOCC3)n2)c1
 : -31	0.2	-0.2	3
- O=Cc1cccc(NC(=O)c2ccccc2Cl)c1
 : -12	-5.7	0.2	15
- CC(=O)Nc1ccccc1C(=O)C(=O)Nc1cccc(C(=O)NC2CC2)c1
 : -4	0.6	0.1	8
- O=C(CN1CCN(c2ccc([N+](=O)[O-])c(N3CCCCC3)c2)CC1)N1CCOCC1
 : 5	-0.1	-0.1	0
- C=CCN(CC=C)C(=O)CC1(c2ccccc2Cl)CC(=O)N(CCCOC)C1=O (stereo unspecified)
 : -8	1.4	0.1	-3
- CCn1cnc2sc(C(=O)Nc3nc4c(C)cccc4s3)c(C)c2c1=O
 : -15	1.1	-0.1	-3
- CC1Sc2cc(S(=O)(=O)CCC(=O)Nc3ccc(Cl)cc3)ccc2NC1=O (stereo unspecified)
 : 5	-1.3	0.7	10
- Cc1cc(NC(=O)CSc2ccc3nnc(-c4cccnc4)n3n2)no1
 : -6	1.0	-0.2	-5
- COC(=O)NN1C(=O)c2ccccc2C1=O
 : 8	0.7	0.1	0
- Cc1ccc2oc3c(c(=O)c2c1)C(c1cccc(Cl)c1)N(CCN1CCOCC1)C3=O (stereo unspecified)
 : -3	-0.8	0.2	4
- O=C(Nc1nnc(CCS(=O)(=O)c2ccc3ccccc3c2)s1)c1ccc(F)cc1
 : 5	-0.6	-0.1	-8
- O=C(NCC1CCCO1)/C(=C/c1ccc[nH]1)NC(=O)c1ccco1 (stereo unspecified)
 : -2	1.2	-0.1	15
- COC(=O)c1ccccc1NC(=O)c1cn(-c2ccc(C)c(C)c2)c(=O)c2ccccc12
 : -1	-0.7	0.1	3
- O=C(C1CCNCC1)N1CCN(c2ccccc2)CC1
 : -5	-1.2	0.1	48
- O=C(Nc1ccccc1)Nc1nnc(-c2cccs2)s1
 : -15	0.0	0.1	6
- CC(=O)Oc1ccccc1NC(=O)Cc1ccc(Cl)cc1
 : -25	-2.5	-0.2	-18

Just GPR151 ag, for two of the compounds above:
| Structure | GPR151 ag |
| --- | --- |
| COc1ccc(C(=O)NCC(=O)N/N=C/c2cccc(Br)c2)cc1OC | 1.6 |
| Cc1cccc(-c2nsc(SCC(=O)N3CCOCC3)n2)c1 | 0.2 |

Additional entries
Under each structure – TEAD-YAP inh	GPR151 ag	FBW7 activator	MITF inh
- CCOC(=O)N1CCN(C(=O)c2ccc(C#CC3(O)CCCCC3)cc2)CC1
 : 11	1.5	0.0	18
- Cc1ccc(-c2noc(CNC(=O)c3cccc(Br)c3)n2)cc1
 : -7	-1.2	0.3	-15
- CCc1nn(CCN2CCCC2)c(=O)c2cc3sc(C)cc3n12
 : 4	-0.4	-0.1	9
- CN1CCN(C(=O)CCNC(=O)c2ccccc2Br)CC1
 : -4	0.1	-0.2	-3
- CC1(C)CC(NC(=O)c2cc(C(=O)NC3CC(C)(C)NC(C)(C)C3)c(C(=O)O)cc2C(=O)O)CC(C)(C)N1
 : -4	-0.7	0.0	2
- O=C(NNS(=O)(=O)c1ccc(Br)cc1)c1ccccc1
 : 6	5.4*	0.9	7
- C=C(C)CSc1nc2c(c(=O)n(C)c(=O)n2C)n1CC(=C)C
 : -3	1.1	-0.1	6
- CC(=O)Nc1ccc(OCC(O)CNC(C)C)cc1 (stereo unspecified)
 : -3	0.7&-1.2&0.4	1.0&-0.1&0.2	-4&17&6
- N[C@H]1CCC[C@H](C(=O)Nc2cccc3c(=O)[nH]cnc23)C1
 : 3	-0.3	0.4	54*
- CCc1ccccc1NC(=O)C12CCC(C)(C(=O)O1)C2(C)C (stereo unspecified)
 : 14	0.4	0.1	11
- C/C(Cc1ccccc1)=N\NC(=O)COc1ccc(Cl)cc1C
 : -2	0.5	0.1	10
- O=C(Nc1ncc(Br)s1)C(Cc1ccccc1)n1cccc1 (stereo unspecified)
 : 10	-1.1	-0.1	10
- Nc1nnc(SCC(=O)NCCCCCNC(=O)CSc2nnc(N)s2)s1
 : -4	-1.2	0.8	15
- COc1ccccc1C(=O)N/N=C/c1cc([N+](=O)[O-])cc(OC)c1O
 : -21	-0.8	1.0	-10
- Cc1cc(C(=O)C(F)(F)F)c(C)n1-c1nccs1
 : 2	0.3	-0.1	-12
- COc1cc([N+](=O)[O-])ccc1NC(=O)CN(C)S(=O)(=O)c1ccccc1
 : 7	-0.2	-0.2	-3
- COc1ccc(C(C)=O)cc1COC(=O)CNC(=O)c1ccccc1F
 : -3	1.5	0.1	2
- COC(=O)c1ccc(CNC(=O)C(=O)Nc2cccc(Cl)c2Cl)cc1
 : 0	0.4	-0.2	0
- O=P(OC1CCS(=O)(=O)C1)(c1ccccc1)c1ccccc1 (stereo unspecified)
 : 2	0.6	0.5	-10
- CNC(=S)Nc1cnn(Cc2cccc3ccccc23)c1
 : -4	0.5	0.1	-6
- CCCCCOc1ccc(N2C(=O)/C(=C/c3ccc(N(C)C)cc3)N=C2c2ccccc2F)cc1
 : 7	0.4	-0.1	2
- CCOc1ccc(-c2nc3ccc(Cl)cn3c2C)cc1
 : -60	0.9	0.1	7
- CCOC1=NN(c2ccc([N+](=O)[O-])cc2)C(=O)/C1=C\c1cc(OC)c(OC)cc1OC
 : 4	-1.0	-0.1	14
- Cc1c(NS(C)(=O)=O)cccc1-c1nc2cccnc2s1
 : -30	-6.0	0.2	0
- O=C(Nc1ccc(N2CCCS2(=O)=O)cc1)c1ccccc1
 : -46	-3.0	0.1	0
- Oc1oc(-c2ccccc2)nc1C=Nc1ccccc1I
 : 7	0.1	-0.1	-13
- CCOC(=O)/C(C#N)=C/N/N=C(C)/C(C)=N/O
 : -9	1.1	0.1	0
- COc1ccc(-c2nc(CNS(=O)(=O)c3ccc4c(c3)OCCO4)cs2)cc1
 : 1	-0.6	0.1	-2
- Cc1cc(NC(=O)Cn2cnc3c(cnn3C)c2=O)n[nH]1
 : -3	-1.7	0.0	12
- CCOC(=O)c1ccccc1NC(=O)Cc1ccc(C)cc1
 : -8	1.3	0.6	-20

Single records (already shown):
Record of `CCOC(=O)/C(C#N)=C/N/N=C(C)/C(C)=N/O` → TEAD-YAP inh: -9; GPR151 ag: 1.1; FBW7 activator: 0.1; MITF inh: 0
Record of `Cc1cc(NC(=O)Cn2cnc3c(cnn3C)c2=O)n[nH]1` → TEAD-YAP inh: -3; GPR151 ag: -1.7; FBW7 activator: 0.0; MITF inh: 12

Screening results as filed in PubChem BioAssay.
